Screening results (PubChem BioAssay)
RSV antiviral HEp-2 – RSV antiviral activity via CPE protection, HEp-2 cells, primary 10 µM value included (AID 2391). HEp-2 cells, RSV-induced CPE inhibition; higher % means a stronger effect. CPE inhibition, % at 10 µM, or IC50 in µM where a hit was titrated. actives 0.13% (n = 310,000); in the data active = a potency from the dose series; inconclusive = CPE inhibition mostly from about 23% at the one dose, without a potency; inactive = the rest, 99 in 100 with CPE inhibition below about 21%; also: strong numbers were not always called active
West Nile antiviral – West Nile virus antiviral activity, cell-based, CPE readout (AID 1621); CPE inhibition, % at 10 µM, or IC50 in µM where a hit was titrated; West Nile virus-infected cells, CPE inhibition; higher % means a stronger effect; actives 0.02% (n = 290,000); in the data active = a potency from the dose series; inconclusive = CPE inhibition mostly from about 3.7% at the one dose, without a potency; inactive = the rest, 99 in 100 with CPE inhibition below about 2.2%; also: strong numbers were not always called active
Large T inhibition – SV40 large T antigen inhibitors, biochemical (AID 1903); actives 0.39% (n = 310,000); SV40 large T antigen ATPase/helicase inhibition assay; higher % means a stronger effect; one-dose inhibition, % at 20 µM; IC50 in µM for titrated hits; in the data active = a potency from the dose series; inconclusive = inhibition mostly from about 32% at the one dose, without a potency; inactive = the rest, 99 in 100 with inhibition below about 32%; also: strong numbers were not always called active
Yfh1-depleted yeast – enhancers of respiration in Yfh1-depleted yeast, dose response, Friedreich's ataxia, plus single-dose screen (AID 1465) | actives 0.074% (n = 220,000) | fold induction at 50 µM; hits with a dose series show EC50 in µM | S. cerevisiae Yfh1-off respiration, WST-1 reduction, 72 h; higher fold induction means a stronger effect;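 active = fold induction of absorbance versus untreated yeast above a set limit, then at least 30% activation at any dose in follow-up; inconclusive = repeats straddling the limit, or above it without dose testing; inactive = fold induction below the set limit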;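 also: activators that raise dye reduction in frataxin-depleted yeast; strong numbers were not always called active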
CSM14.1 death rescue – protection against thapsigargin-triggered cell killing – 384-well, CSM14.1, ATP luminescence, primary screen (AID 1222); CSM14.1 thapsigargin-induced death rescue, ATP luminescence; higher % means a stronger effect; cellular ATP content (survival), % at 20 µM, or EC50 in µM where a hit was titrated; 190,000 tested, under 10 active;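 active = EC50 below 50 µM in the dose-response confirmation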;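 also: death triggered by thapsigargin at about 15 µM added after 2 h compound pretreatment; cell ATP read after overnight thapsigargin exposure of roughly 18 to 22 hours; normalized against plate controls of thapsigargin alone and 5% DMSO vehicle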
NS5 inhibitors – flavivirus cap methylation enzyme inhibition – biochemical, confirmation dose response, primary screen (AID 588689); Dengue-2 NS5 methyltransferase capping enzyme assay, biochemical; higher % means a stronger effect; inhibition, % at 25 µM; hits with a dose series show IC50 in µM; actives 0.3% (n = 340,000); in the data active = a potency from the dose series; inconclusive = inhibition above about 29% without an active follow-up result
WT yeast gro inh – growth inhibition of WT yeast, mitochondrial fusion screen; actives 2.1% (n = 190,000); inhibition, % at 10 µM; mitochondrial fusion phenotypic screen, WT strain; in the data active = inhibition above about 58%; tested in S. cerevisiae
UTI89 phage lysis – protection from phage-mediated lysis, alamar blue read-out – E. coli UTI89, K1F phage, bacterial capsule biogenesis inhibitors (AID 488966); E. coli UTI89 K1F phage lysis, alamar blue, 2 h; higher % means a stronger effect; inhibition, % at 100 µM, or IC50 in µM where a hit was titrated; actives 0.02% (n = 340,000);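 active = phage lysis inhibition, versus mean bacterial control, above a set limit; inconclusive = no clear call, values can overlap the other calls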;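 also: capsule biogenesis inhibitors block K1F phage lysis so surviving cells raise fluorescence; higher fluorescence means more inhibition of phage lysis; actives were called in the ten point dose series up to 300 µM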
XIAP antagonists – small molecules displacing peptide from XIAP – biochemical, IAP family, fluorescence polarization (AID 1018); actives 0.007% (n = 200,000); XIAP BIR domain, fluorescence polarization peptide displacement; higher % means a stronger effect; displacement, % at 20 µM; hits with a dose series show IC50 in µM; in the data active = displacement above about 50%; also: a part of the inactive calls stands beside numbers as strong as those of hits
WT yeast gro inh mutant strain – recorded beside WT yeast gro inh, whose call it bears; inhibition, %; mitochondrial fusion phenotypic screen, mutant strain inhibition
NS5 inhibitors pilot replicate – second read-out of NS5 inhibitors, no call of its own (marks repeat the call); inhibition, %; measured here: pilot screen replicate inhibition
* marks the source's active call; other numbers are inactive results; i = inactive; ? = inconclusive; . = not tested or not shown; [ ] = another dose, or the depositor's remark.

SMILES	RSV antiviral HEp-2	West Nile antiviral	Large T inhibition	Yfh1-depleted yeast	CSM14.1 death rescue	NS5 inhibitors	WT yeast gro inh	WT yeast gro inh mutant strain	UTI89 phage lysis	XIAP antagonists	others
O=C(CSc1nncn1-c1ccccc1)Nc1c(F)cccc1F	0.7%	-0.2%	7.5%	.	.	6.2%	.	.	-0.2%	.
CCOC(=O)c1cc(CC)sc1NC(=O)CC1Sc2ccc(C(F)(F)F)cc2NC1=O (stereo unspecified)	0.5%	0.0%	7.7%	i	-1.6%	1.5%	-6.1	3.2	2.5%	-9.5%
O=C(Nc1cccc2ncccc12)c1ccc([N+](=O)[O-])o1	8.1%	?	7.9%	.	.	-8.3%	.	.	-0.6%	.
CCOC(=O)N1CCN(C(=O)c2ccc3c(c2)N(C)C(=O)/C(=C\c2ccc(OCC)c(OC)c2)S3)CC1	11.4%	1.2%	6.9%	.	.	21.6%	.	.	-0.1%	.
CCOC(=O)C(c1ccccc1)C(Nc1ccccc1)c1ccccn1 (stereo unspecified)	0.0%	-0.1%	7.5%	i	.	-7.7%	.	.	1.5%	.
COCCNS(=O)(=O)c1ccc(-c2ccc(C)cc2)cc1	.	-0.7%	2.0%	i	0.5%	-0.8%	-2.5	-44.9	0.2%	-3.6%
Cc1ccc2nc(-c3cccc(N)c3)[nH]c2c1	2.3%	-1.2%	5.4%	i	-5.7%	4.8%	26.6	24.3	-9.3%	-1.0%
CCOC(=O)CSc1c(-c2cccs2)[nH]c2ccccc12	9.1%	-1.0%	1.7%	i	-1.5%	4.5%	64.1*	15.5*	-0.1%[50 µM]	-1.9%
Cn1nc(-c2ccc(Cl)cc2)c2cc(C(=O)N3CCCC3)sc21	0.5%	-0.9%	17.6%	i	-2.1%	-8.9%	12.9	9.1	3.1%	0.3%
O=C(NNC(=O)c1ccncc1)Nc1ccc([N+](=O)[O-])cc1	4.3%	-0.2%	7.7%	i	-2.9%	-1.8%	6.8	2.8	0.2%	-12.2%
Cc1cc(NN)nc(NS(=O)(=O)c2ccccc2)n1	-1.4%	-0.4%	.	i	-1.5%	.	-9.7	2.8	.	-3.7%
CN(C)S(=O)(=O)c1ccc2c(c1)nc(CCC(=O)Nc1ccc3c(c1)OCO3)n2C	1.6%	0.1%	6.7%	i	-1.7%	-2.9%	-10.6	-11.9	5.0%	-14.3%
CS(=O)(=O)N(CC(=O)O)Cc1cccc(CN(CC(=O)O)S(C)(=O)=O)c1	-0.1%	-0.4%	12.9%	.	.	6.3%	.	.	-0.8%	.
CN1CCCC(n2nc(Cc3ccc(Cl)cc3)c3ccccc3c2=O)CC1 (stereo unspecified)	-1.4%	55.8%	25.0%	i	.	0.0%	.	.	7.5%	.
CCOc1ccccc1NC(=O)CSc1nnnn1-c1ccccc1	1.2%	-0.1%	3.3%	i	-1.6%	-12.3%	14.2	-0.3	-0.2%	-4.1%
O=C(c1cc(C2CC2)nc2ccc(Br)cc12)N1N=C(C(F)F)CC1(O)C(F)F (stereo unspecified)	?	3.4%	-3.1%	i	-0.6%	3.4%	74.2*	31.1*	0.3%	-3.5%	NS5 inhibitors pilot replicate=3.6
Cc1ccc(S(=O)(=O)N2CCN(c3ncnc4sccc34)CC2)cc1	2.3%	-0.4%	29.8%	.	.	-3.2%	.	.	0.1%	.
COc1ccc(CCNC(=O)C(=O)NCC2OCCN2S(=O)(=O)c2cc(F)ccc2F)cc1 (stereo unspecified)	1.9%	-1.1%	4.2%	.	.	4.2%	.	.	-0.9%	.
COc1ccc2ccc3c(c2c1)N=CC1(O3)N(C)c2ccccc2C1(C)C (stereo unspecified)	7.6%	2.1%	20.9%	i	-1.2%	1.7%	78.2*	13.6*	-1.1%	-4.0%
CCCc1nnc(NC(=O)Nc2ccccc2OC)s1	3.1%	-0.4%	3.5%	i	-1.9%	-5.2%	-7.6	18.1	0.2%	1.8%
CCc1ccc(NC(=S)Nc2cc(C(=O)O)ccc2N2CC3CC(C2)c2cccc(=O)n2C3)cc1 (stereo unspecified)	0.3%	0.0%	11.2%	i	3.3%	1.6%	1.6	4.6	1.0%	-3.8%
CN(C)N=C1c2cc(S(=O)(=O)N(C)C)ccc2-c2ccc(S(=O)(=O)N(C)C)cc21	1.9%	0.8%	2.8%	.	.	3.6%	.	.	1.5%	.
O=C(NCCc1ccccn1)c1cc(-c2cccc3ccccc23)nc2ccccc12	1.1%	-0.6%	18.6%	i	-1.7%	-8.2%	-2.8	-0.6	-0.1%	-10.9%
O=C(NNc1nc2ccc(F)cc2s1)c1cccc(F)c1	18.4%	-2.1%	27.1%	>100µM*	-1.8%	3.2%	29.9	-17.1	-0.7%	-4.9%
CCOC(=O)c1cnn(C(=O)c2ccccc2)c1N	.	-0.9%	20.6%	i	-1.0%	.	11.7	6.5	-2.1%	-0.7%
CCCCCOC(=O)CC(C(=O)OCCCCC)N1CCCCC1 (stereo unspecified)	0.5%	-0.1%	11.3%	i	-3.0%	-4.8%	30.1	-1.1	0.9%	-2.9%
COc1cc(OC)cc(C(=O)Nc2ccc(Cn3ccnc3)cc2)c1	7.6%	-0.2%	7.3%	.	.	-1.3%	.	.	0.5%	.
COc1ccccc1NC(=O)Cn1nc(-c2ccc(Cl)cc2)c2ccccc2c1=O	16.9%	-0.2%	20.7%	i	2.7%	0.0%	-12.6	-1.5	0.3%	-6.0%
CCOC(=O)c1sc(=S)n(C)c1NC(=O)c1ccccc1C	0.0%	-0.7%	6.0%	i	0.4%	1.3%	8.2	-15.9	1.1%	-3.0%
COc1ccccc1NC(=O)c1cnc2n(c1=O)CCS2	1.6%	-1.0%	2.3%	i	2.8%	2.3%	2.2	-6.8	2.2%	-1.0%
Cc1cc(=O)[nH]c(N/N=C/c2c[nH]c3ccccc23)n1	12.5%	-0.6%	24.6µM*	i	.	-2.6%	.	.	0.1%	.
COc1ccc(Nc2nc(C(=O)NCc3ccco3)cs2)cc1	14.8%	-0.1%	14.3%	i	.	-11.0%	.	.	0.0%	.
COc1ccc(NC(=O)CSC2=C(C#N)C(c3ccco3)C3=C(CCCC3=O)N2)c(OC)c1 (stereo unspecified)	2.5%	0.2%	6.3%	.	0.2%	0.0%	0.4	2.2	4.0%	-6.0%
COn1c(C)c(C)c2c3nonc3ccc21	.	0.0%	.	i	.	0.0%	.	.	-0.8%	.
CCCCCOc1ccc(C(O)C(CN2CCOCC2)c2ccccc2)cc1 (stereo unspecified)	3.2%	-1.8%	7.0%	.	.	-9.5%	.	.	-1.6%	.
Cc1ccc(NC(=S)N2CCN(C(=O)C3CCCO3)CC2)cc1 (stereo unspecified)	1.7%	-0.3%	-0.1%	i	-6.9%	4.4%	3.3	-15.6	-0.6%	-11.8%
Cc1ccc(S(=O)(=O)NCc2cn3ccccc3n2)c(C)c1	.	0.0%	12.8%	.	.	9.9%	.	.	0.4%	.
CCCCc1ccc(NC(=S)NCCN2CCOCC2)cc1	0.4%	-0.9%	3.7%	i	0.1%	0.9%	11.8	22.1	0.0%	-3.0%
CCOC(=O)C(=NC1CCCCC1)NNc1cccc(C(F)(F)F)c1	5.6%	-0.7%	19.8%	i	-2.8%	-0.7%	33.7	29.5	1.8%	-8.3%
CCOC(=O)c1nnn(CC(=O)Nc2ccccc2OC)c1C(=O)OCC	0.3%	0.2%	0.7%	i	0.7%	5.6%	0.2	9.5	1.3%	-0.6%
C[C@@H]1NC(=O)N(c2ccc(F)cc2)C1=O	0.5%	-0.1%	-5.9%	.	.	-5.9%	.	.	1.1%[50 µM]	.
C=CCn1c(SCC(=O)Nc2sc3c(c2C#N)CCC3)nnc1C1COc2ccccc2O1 (stereo unspecified)	10.6%	-0.3%	10.7%	i	3.1%	-4.2%	-4.8	-2.1	8.9%	-3.3%
O=C(CCCn1c(SCC(=O)NC2CCCCC2)nc2ccccc2c1=O)NCC1CCCO1 (stereo unspecified)	0.3%	-0.6%	6.5%	i	-1.1%	-9.9%	-0.2	8.9	-3.9%	-5.9%
CC(C)(C)c1ccc(C(=O)C2CCCN(C(=O)CCn3cncn3)C2)cc1 (stereo unspecified)	3.5%	-0.8%	?	.	.	2.6%	.	.	1.7%[50 µM]	.
C=CCNCC(=O)Nc1ccccc1SCC(=O)Nc1ccsc1C(=O)OC	1.4%	-1.7%	-3.8%	i	-1.1%	0.9%	-4.3	-8.5	0.2%	-1.6%
O=C(CSc1nnc(-c2ccco2)n1Cc1ccccc1)c1ccccc1	2.0%	-0.3%	1.5%	i	-0.9%	-11.0%	-10.8	8.4	0.1%	-4.6%
O=C(NCC1CC1)c1onc(CSc2ccncc2)c1C(=O)NCC1CC1	1.6%	-0.6%	6.5%	i	.	-3.8%	.	.	0.8%	.
Cc1ccc(CNCc2cc(Cl)ccc2O)cc1	-0.6%	.	4.7%	.	.	-1.6%	.	.	0.0%	.
CCOC(=O)c1sc(NC(=O)CCCCl)nc1C	1.4%	0.1%	16.3%	i	-2.5%	-3.8%	-12.9	-8.8	1.4%[50 µM]	-1.9%
O=C(COC(=O)COc1ccccc1Cl)Nc1ccccc1OC(F)F	1.0%	0.6%	5.5%	i	-2.8%	0.0%	-5.5	39.1	-0.6%	1.5%
COCCCN1C(=O)C(O)=C(C(=O)c2ccco2)C1c1ccccc1 (stereo unspecified)	0.3%	-0.2%	9.1%	i	-2.0%	0.0%	10.8	7.9	0.3%	-17.1%
C=CCn1ccc(O)c(Cc2ccc(Cl)cc2)c1=O	-0.1%	-0.2%	18.8%	.	.	0.7%	.	.	-0.2%	.
O=C(O)c1cc(-c2ccccc2Cl)n(-c2ccc(F)cc2)n1	0.8%	-0.3%	21.1%	.	.	-10.1%	.	.	0.2%	.

Gathered by group, those above with a furan ring, fused or not
SMILES	RSV antiviral HEp-2	West Nile antiviral	Large T inhibition	Yfh1-depleted yeast	CSM14.1 death rescue	NS5 inhibitors	WT yeast gro inh	WT yeast gro inh mutant strain	UTI89 phage lysis	XIAP antagonists	others
O=C(Nc1cccc2ncccc12)c1ccc([N+](=O)[O-])o1	8.1%	?	7.9%	.	.	-8.3%	.	.	-0.6%	.
COc1ccc(Nc2nc(C(=O)NCc3ccco3)cs2)cc1	14.8%	-0.1%	14.3%	i	.	-11.0%	.	.	0.0%	.
COc1ccc(NC(=O)CSC2=C(C#N)C(c3ccco3)C3=C(CCCC3=O)N2)c(OC)c1 (stereo unspecified)	2.5%	0.2%	6.3%	.	0.2%	0.0%	0.4	2.2	4.0%	-6.0%
O=C(CSc1nnc(-c2ccco2)n1Cc1ccccc1)c1ccccc1	2.0%	-0.3%	1.5%	i	-0.9%	-11.0%	-10.8	8.4	0.1%	-4.6%
COCCCN1C(=O)C(O)=C(C(=O)c2ccco2)C1c1ccccc1 (stereo unspecified)	0.3%	-0.2%	9.1%	i	-2.0%	0.0%	10.8	7.9	0.3%	-17.1%
